Compound activity from PubChem.
TbREL1 inh – TbREL1 inhibition, primary screen; P86926; TbREL1 RNA ligation, FRET fluorescence; inhibition, % at 9.66 µM; 89,000 tested, 0.49% active; AID 1117264;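 active = inhibition above the mean inhibition across all screened compounds plus 3 SD, cut at about 11% in these data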;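 note: 0% = plate median of test wells and 100% = NSC42067 control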
Target sequence (P86926 whole entry, looked up): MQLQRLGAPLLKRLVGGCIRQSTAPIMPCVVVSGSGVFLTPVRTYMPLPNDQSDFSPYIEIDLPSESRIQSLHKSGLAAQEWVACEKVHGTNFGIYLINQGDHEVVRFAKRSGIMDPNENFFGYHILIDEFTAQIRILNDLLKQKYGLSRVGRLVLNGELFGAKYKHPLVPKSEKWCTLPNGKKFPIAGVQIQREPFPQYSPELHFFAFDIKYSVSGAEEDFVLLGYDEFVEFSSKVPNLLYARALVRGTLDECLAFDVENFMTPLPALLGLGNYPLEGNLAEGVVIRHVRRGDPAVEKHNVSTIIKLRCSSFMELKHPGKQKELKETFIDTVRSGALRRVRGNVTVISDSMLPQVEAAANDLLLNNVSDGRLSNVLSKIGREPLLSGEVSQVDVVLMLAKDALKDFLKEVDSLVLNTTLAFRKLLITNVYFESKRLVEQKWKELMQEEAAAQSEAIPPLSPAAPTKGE
Numbers without * were called inactive. Not all compounds are listed (hit frequency here may not be typical).

SMILES	TbREL1 inh
C=CCn1c(SCC(=O)N(CC)C2CCS(=O)(=O)C2)nc2sc3c(c2c1=O)CCC3 (stereo unspecified)	4
COc1ccc2c(-c3ccccc3)cc(SC(C)C(N)=O)nc2c1 (stereo unspecified)	0
O=C(NC1CCCC1)C(c1ccc(F)cc1)N1CCC(O)(c2ccc(Cl)cc2)CC1 (stereo unspecified)	3
CS(=O)(=O)N1C[C@]2(c3ccccc3)CC1Cc1ccccc12	2
CC(C)[C@@H]1COC(c2cccc(C3=N[C@H](C(C)C)CO3)c2)=N1	-4
CCOC(=O)C1=CC[C@@H](c2ccc([N+](=O)[O-])cc2)N(S(=O)(=O)c2ccc(C)cc2)[C@H]1c1ccccc1	5
Cc1cccc(C)c1N1C(=O)c2ccccc2NC(=O)C1C(=O)Nc1ccc(N2CCOCC2)cc1 (stereo unspecified)	-2
Cc1cc(C)nc(N/N=C/c2c(CO)cnc(C)c2O)n1	5
Cn1c(Cl)c(/C=N/OC(=O)c2ccccc2Cl)c2ccccc21	9
COC(=O)[C@@H]1C[C@@]2(O)[C@@H](O)[C@@H](O)[C@@H](O)C[C@H]2N1C/C=C/c1ccccc1	2
O=C(Nc1ccc2oc(=O)ccc2c1)c1ccc(-c2cccc(Cl)c2)o1	-5
O=C(Cc1ccccc1)NCC(=O)Nc1ccccc1Br	-1
O=C(N[C@H](C(=O)N1CCC[C@H]1C(=O)NCc1ccccc1)c1ccccc1)c1ccccc1	-3
CCn1c(SCC(=O)N2CCC(C(N)=O)(N3CCCCC3)CC2)nc2ccccc2c1=O	1
CN(Cc1ccc(Cl)c(Cl)c1)C(=O)C1CSC2(C)CCC(=O)N12 (stereo unspecified)	0
O=C(CN1C(=O)c2ccccc2C1=O)OCc1nc2ccsc2c(=O)[nH]1	0
COCCNc1cc(C)nc2ccccc12	0
CC(=O)c1c(C)[nH]c(C(=O)OCC(=O)N2CCc3ccccc3C2)c1C	3
Cc1cc2nc(-c3ccco3)c(Cc3cccc(F)c3)n2c(C)c1Br	0
CCOC(=O)c1ccc(N2C(=O)CC(N3CCC(O)(c4ccc(Cl)cc4)CC3)C2=O)cc1 (stereo unspecified)	-2
COc1ccc(Cl)cc1NC(=O)c1cccc(S(=O)(=O)Nc2c(C)n(C)n(-c3ccccc3)c2=O)c1	-4
O=c1[nH]c(-c2ccccn2)nc2ccccc12	3
COc1cc(-c2cnc3c(NC=O)cc(-c4ccc(N5CCN(C)CC5)cc4)cn23)cc(OC)c1OC	4
N#Cc1ccc(Cn2c(-c3ccc(F)cc3)noc2=O)cc1	4
CC(=O)C1C=CC(C)(C(=O)O)C2C=C(C)C(=O)C(C)(O)C12 (stereo unspecified)	0
(cont.)
SMILES	TbREL1 inh
Cc1c(Cl)cnc(NC(=O)COC(=O)[C@H](C)NC(=O)c2ccccc2)c1Cl	-2
Cc1nc(CSc2ccc(Cl)cc2)cc(NCc2ccccc2)n1	-1
COc1ccc(C2N(c3ccc(F)cc3)C(=O)C3CCCN32)cc1 (stereo unspecified)	5
COCc1nnc(NS(=O)(=O)c2ccc(C)cc2)s1	-2
COC(=O)Cc1[nH]nc2c1C1(C(=O)N(Cc3ccccc3)c3ccccc31)C(C#N)=C(N)O2 (stereo unspecified)	0
NCCCCCC(=O)Nc1ccncc1	4
CCOC(=O)N1CCN(c2nnc(-c3ccccc3)c3ccccc23)CC1	-1
COc1cc(/C=N/n2c(-c3cc(-c4ccccc4)n[nH]3)n[nH]c2=S)ccc1OCc1ccccc1	-6
Cc1ccc(/C=C2\SC(=S)N(CCCC(=O)Nc3ccccc3C(=O)O)C2=O)cc1	0
Cc1ccc(NC(=O)COC(=O)C2CCC2)cc1S(=O)(=O)N1CCOCC1	-2
COc1cccc(NC(=S)NN=C2CCCCCC2)c1	4
CCSc1ncc(Cl)c(C(=O)Nc2cc(C)ccc2C)n1	0
CCOc1ccc(NC(=O)N2CCC(NC(=O)C(Cc3ccc(OC)c(OC)c3)NC(C)=O)CC2)cc1 (stereo unspecified)	7
Cc1cc(C(=O)N2CCN(c3ccc([N+](=O)[O-])cc3)CC2)no1	3
CN1C(=O)CSc2ccc(NC(=O)N3CCN(c4ccccn4)CC3)cc21	-2
CCN(C(=O)COC(=O)c1[nH]c(C)c(C(C)=O)c1C)c1c(N)n(Cc2ccccc2)c(=O)[nH]c1=O	0
Cc1ccc(-n2ncc(C#N)c2/N=C/N2CCOCC2)cc1	5
CCCc1nc2cc(C)c(Br)c(C)n2c1Cc1ccc(OC)cc1C	4
COc1cc(C)c(NC(=O)C2CCN(S(=O)(=O)c3cccs3)CC2)cc1OC	-4
Cc1cc(C)c(S(C)(=O)=O)c(Oc2ccccc2C)n1	-5
CCNC(=S)N1CCN(S(=O)(=O)c2ccc(C)c(C)c2)CC1	-2
CC1CN(c2nc3ccccc3nc2SCC(=O)N2CCN(S(=O)(=O)c3ccccc3)CC2)CC(C)O1 (stereo unspecified)	2
CSC1=N/C(=C\C=C\c2cccs2)C(=O)S1	4
CCCCNC(=O)c1nc(C2CCN(S(=O)(=O)c3csc(C(=O)O)c3)CC2)oc1-c1ccccc1	-1
Cc1cc(C)cc(-n2nnnc2SCC(=O)Nc2cccc(NC(=O)c3ccco3)c2)c1	0
The list goes on.
SMILES	TbREL1 inh
CCn1c(COc2cccc(OC)c2)nnc1SCC(=O)NCC1CCCO1 (stereo unspecified)	-2
Cn1c(=O)c2c(nc(N/N=C3\CCCc4ccccc43)n2Cc2ccc(F)cc2)n(C)c1=O	0
N#CC1(NC(=O)CSc2nncn2-c2ccccc2F)CCCC1	-1
C=CCc1cccc2cc(C(=O)NC3CCCC3)c(=O)oc12	1
Cc1nnc(SCc2ccccc2)n(N)c1=O	5
O=C(CSc1ncn[nH]1)Nc1nc(-c2cccc([N+](=O)[O-])c2)cs1	-3
CC1(C)CC(=O)C(C=NCC2CCCO2)=C(O)C1 (stereo unspecified)	2
CCCNc1ncccc1C(N)=O	1
CN(CC(=O)Nc1c(Cl)cccc1Cl)C(=O)c1cc(-c2cccs2)nn1-c1ccccc1	3
CC(CC(=O)Nc1cc([N+](=O)[O-])ccc1Cl)c1ccccc1 (stereo unspecified)	-2
COc1ccc(S(=O)(=O)N2CCC(C(=O)N3CCCCCC3)CC2)cc1	-1
CS(=O)(=O)c1ccc(C(=O)Nc2ccc(N3CCOCC3)cc2)c(Cl)c1	-5
Cn1ccc(C(=O)N2CCCc3ccccc32)n1	1
CCn1cc(/C=C(\NC(=O)c2cc(OC)c(OC)c(OC)c2)C(=O)NCCN2CCOCC2)c2ccccc21	-5
O=C(Cn1c(=O)oc2ccccc21)NCc1ccco1	1
Cc1c(C(=O)OCC(=O)N2CCC(C)CC2)oc2ccccc12	2
CNC(=O)C1(C)C=CC2(CCCCC2)N1C(=O)OC (stereo unspecified)	-1
COc1cc(NC(=O)CS(=O)(=O)c2ccccc2)cc(OC)c1OC	2
COc1ccc2[nH]cc(CCNC(=O)Cc3c(F)cccc3Cl)c2c1	-5
O=C(COc1cccc(-n2cnnn2)c1)N1CCOCC1	1
O=C1c2ccccc2CN1CCSC(=S)N1CCOCC1	1
CC(/C=C/c1ccccc1)=N\NC(=O)c1ccc(Br)cc1	3
CCCCOC(=O)Nc1ccc(S(=O)(=O)Nc2cc(C)nc(C)n2)cc1	2
CC(C)(C)[C@@H]1C=C(C(=O)O)O[C@H](OCCCCO)C1	-2
CC(C)(C)OC(=O)N1CCN(C(=O)c2ncn(Cc3ccccc3)c2C(=O)N2CCN(C(=O)OC(C)(C)C)CC2)CC1	-1
(continued)
SMILES	TbREL1 inh
Cc1ccc([C@H]2C[C@H](n3cc(COC(=O)c4ccccc4)nn3)[C@@H](O)CN2C(=O)c2cccs2)cc1	0
Cc1cc(=O)n2nc(N3CCCC(C(=O)N4CCN(c5ccccc5)CC4)C3)sc2n1 (stereo unspecified)	-2
Cn1c(=O)cc(SCC(=O)NCCCN2CCN(c3ccc(F)cc3)CC2)c2ccccc21	4
COCCCNc1nc2ccccc2nc1NS(=O)(=O)c1cccs1	0
COc1ccc(C(=O)COC(=O)c2cc3ccccc3oc2=O)c(OC)c1	-1
CCOc1ccc(C2C(C#N)=C(N)Oc3cc(C)n(CCN4CCOCC4)c(=O)c32)cc1OCC (stereo unspecified)	-1
CN(C)c1nc2c(c(=O)n(C)c(=O)n2C)n1Cc1ccccc1	-3
O=C(Nc1nnc(SCC(=O)N2CCOCC2)s1)C1CC(=O)N(c2ccccc2)C1 (stereo unspecified)	2
O=C(/C=C/Nc1ccccc1)c1ccccc1	-2
COc1ccc(CNC(=O)COC(=O)C2CC2C)cc1OC (stereo unspecified)	-4
COc1cc2c(cc1OC)C(c1ccccc1)N(C(=O)c1cccc(S(C)(=O)=O)c1)CC2 (stereo unspecified)	2
CCOc1cc(NC(=O)C2CCCO2)c(OCC)cc1NC(=O)C1CC1 (stereo unspecified)	0
COc1cc(OC)cc(-c2nnc(NC(=O)Cc3ccc(F)cc3)o2)c1	1
COc1ccc(C2(CNC(=O)c3ccc(OC)c([N+](=O)[O-])c3)CCOCC2)cc1OC	-2
Cc1ccc(CNC(=O)C2CCN(S(=O)(=O)c3cccs3)CC2)cc1	-3
CCOC(=O)c1ccc(NC(=O)CSc2nnc(Cn3c(=O)sc4ccccc43)n2C)cc1	-2
O=C(O)CCn1c(SCc2cc(=O)n3ccccc3n2)nc2ccsc2c1=O	2
COc1ccc(S(=O)(=O)N2CCCCC2)cc1NC(=O)Cn1cnc2ccccc2c1=O	5
N/C(=N\OC(=O)CCC1CCCC1)c1ccccn1	7
Cc1ccc(-n2ncc(C#N)c2N)cc1	-1
CCCCc1[nH]c(=O)c(C#N)c2c1CSC(C)(C)C2	-3
O=C(N/N=C/c1ccc(O)c([N+](=O)[O-])c1)c1ccncc1	3
O=C(N/N=C/c1ccc([N+](=O)[O-])o1)c1cn(-c2ccccc2)nc1-c1ccc(F)cc1	-3
Oc1cccnc1CN1CCOCC1	4
CCCCNc1ncnc2c1cnn2-c1ccc(Cl)cc1	2
New compounds follow.
SMILES	TbREL1 inh
CCOc1ccc(NC(=O)CN(C)C(=O)CSC(C)C(=O)Nc2cc(C)on2)cc1OCC (stereo unspecified)	-3
COc1cccc(/C=N/NC(=O)CNC(=O)c2cccs2)c1O	4
O=C(Cc1ccc(S(=O)(=O)N2CCOCC2)s1)Nc1ccccc1N1CCOCC1	0
O=C(CCCN1C(=O)S/C(=C\c2ccccc2)C1=O)NNC(=O)c1ccccc1O	-4
CCN1CCN(c2ncnc3c2cnn3-c2ccccc2)CC1	1
O=C(Nc1ccc(F)cc1F)c1cc2nc3c(c(C(F)(F)F)n2n1)CCCC3	0
CC(NS(=O)(=O)c1ccc(CCC(=O)NCc2ccco2)cc1)c1ccccc1 (stereo unspecified)	-3
CNCCNC[C@H](Cc1cccc2ccccc12)NCCc1ccccc1	2
CCOc1ccc(NC(=O)N[C@@H](Cc2ccccc2)C(=O)O)cc1	1
COc1ccc(OC)c2c1CC(C)(C)NC2=O	0
CCC(Sc1nc(C)cc(C)n1)C(=O)Nc1cc(C)on1 (stereo unspecified)	2
Cc1cc(C(F)(F)F)nc(CCNCc2c(C(=O)N3CCCC3)nc3ccccn23)n1	-1
Cc1cc(C)cc(N(C(=O)c2csnn2)C(C(=O)NC2CCCC2)c2cccnc2)c1 (stereo unspecified)	-1
Cc1cc(NC(=O)Nc2ccc(Cl)cc2)n(-c2ccccc2)n1	1
CCc1c(C(=O)NNC(=O)Nc2ccc3c(c2)OCO3)csc1C	-3
CCCCNC(=O)CCn1c(=O)c2ccccc2n(Cc2ccc(Cl)cc2)c1=O	-1
Cc1ccc(NC(=S)N2CCCN(Cc3ccc(F)cc3)C2)c(C)c1	-4
Cc1ccc(CNc2nc(C)nc3sc4c(c23)CCC4)cc1	-1
Oc1ccccc1C(=S)N1CCCCCC1	-4
CCc1c(C)sc(NC(=O)Cc2ccccc2OC)c1C(=O)N1CCOCC1	-1
CCOC(=O)CN1N=C(/C=C/c2ccccc2)CCC1=O	-1
CCOC(=O)CC1=Nc2ccccc2NC(=O)C1	3
O=C(c1ccccc1Cl)N(Cc1ccc(Br)cc1)N1C(=O)CCCC1=O	-5
COC(=O)c1ccc(NC(=O)CSc2nc(C)cc(=O)[nH]2)cc1	-1
O=C(O)CN1C(=O)C2C3C=CC(C3)C2C1=O (stereo unspecified)	5
(cont.)
SMILES	TbREL1 inh
CC(C)(C)c1ccc(S(=O)(=O)N2CCC(C(=O)NCC3COCCO3)CC2)cc1 (stereo unspecified)	-3
CC[C@@H]1[C@H]2CCCC(=O)N3CC[C@@H](C[C@@H]1OC(=O)NCc1ccccc1)[C@@H]23	5
Cc1cc(C)c2sc(C)[n+](CCCS(=O)(=O)[O-])c2c1	-3
Cc1cc(=O)n2[nH]c(N)c(N=Nc3ccccc3)c2n1	1
COc1nc(NCCN2CCOCC2)nc(Nc2ccccc2)n1	6
CC(C)C(c1nnnn1C(C)(C)C)N1CCC(Cc2ccccc2)CC1 (stereo unspecified)	-3
